EIF4E inhibitors – inhibitors of EIF4E gene expression, primary screen, cell-based, HT1080, luciferase reporter (AID 1224817) | HT1080 EIF4E-luc2 knock-in reporter, luciferase, 16 h; stronger effect = lower value | log2 luciferase activity ratio at 2.5 µM | 1% of 2,000 active;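 active = log2 luciferase ratio at or below -0.5849, meaning signal at two thirds of solvent-only control or lower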;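 also: luciferase reports endogenous eIF4E expression since it is co-expressed from the native EIF4E locus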
Starred values were filed as active, the others as inactive. This is a subset; count on the stated rates, not on these rows.

SMILES | EIF4E inhibitors
CC1CCCN(CC(O)CN2CCCc3ccccc32)C1 (centres undefined) | 0.49
O=[N+]([O-])c1nccn1CC(O)CN1CCCCC1 (centres undefined) | 0.36
NCCSCCC(=O)O | -0.05
COc1ccc2c(c1)N(CCC1CCCCN1C)c1ccccc1S2 (centres undefined) | -0.15
CCCS(=O)(=O)O | -0.16
Cn1ccnc1CC(C)(O)c1ccccc1 (centres undefined) | -0.19
O=C(O)C(O)C(O)C(O)C(O)CO (centres undefined) | -0.19
Cc1cc(Nc2ccc(N=Nc3ccc(O)c4ncccc34)cc2)nc(C)n1 | -0.05

4 structures out of the list, arranged by number of heavy atoms, high to low.
SMILES | EIF4E inhibitors
Cc1cc(Nc2ccc(N=Nc3ccc(O)c4ncccc34)cc2)nc(C)n1 | -0.05
CC1CCCN(CC(O)CN2CCCc3ccccc32)C1 (centres undefined) | 0.49
O=C(O)C(O)C(O)C(O)C(O)CO (centres undefined) | -0.19
NCCSCCC(=O)O | -0.05
